# Pol kappa inh = blocks human DNA polymerase kappa activity. Q9UBT6. purified Pol kappa, fluorescent DNA synthesis assay, 10 min. Potency, µM (highest dose often 107 µM), without a hit: at the top dose activity, negative = inhibition, usual class: inhibitors. 0.53% of 400,000 active. AID 588579; further: potency means the concentration at half of the fitted maximal effect; on the % scale 0 is the no-effect control and ±100 the full control effect
#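 10 nM Pol kappa was preincubated with compounds for 15 min at room temperature. Reaction started with 50 nM (final) substrate. Fluorescence read kinetically at 0 and 10 min.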
# POLH inh = DNA polymerase eta (human) inhibition; Q9Y253; recombinant Pol eta, fluorescent DNA replication assay; Potency, µM (titrated, usually from 114 µM), without a hit: top-dose activity change, negative = inhibition, hits mostly inhibitors; 1.2% of 390,000 active; AID 588591; further: potency means the concentration at half of the fitted maximal effect; on the % scale 0 is the no-effect control and ±100 the full control effect
#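 Fluorescent replication assay: 50 nM final substrate added after a 15 min room-temperature compound preincubation with 10 nM enzyme. Signal taken at 0 min and again at 10 min.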
# POLB inh = inhibitors of human DNA polymerase beta; P06746; AID 485314; Potency, µM (highest dose often 114 µM), inactives show top-dose activity change, negative = inhibition, hits mostly inhibitors; 1.3% of 340,000 active; Pol beta primer extension/strand displacement, fluorescence kinetic; further: potency means the concentration at half of the fitted maximal effect; on the % scale 0 is the no-effect control and ±100 the full control effect
#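 Human Pol beta at 10 nM; strand-displacement substrate 50 nM final. Compound exposure 15 min at room temperature before start, reaction 10 min at room temperature.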
# RGS4 inh = human RGS4 inhibition | P49798 | AID 504845 | Potency, µM (top dose mostly 114 µM), inactives show top-dose activity change, negative = inhibition, hits mostly inhibitors | 0.039% of 390,000 active | Transcreener GDP fluorescence polarization, RGS4-accelerated GTP hydrolysis; further: potency means the concentration at half of the fitted maximal effect; on the % scale 0 is the no-effect control and ±100 the full control effect; nearly all actives have a fitted effect of over 75% in size; some results filed as inactive show a strong effect at the top dose
#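 MLSMR compounds (23 nl, pin-transferred) preincubated 10 min at room temperature with a 500nM (2x) first reagent, then RGS4 at 900nM (2x) plus Transcreener GDP mix added; fluorescence polarization (620/688 nm) read before and after 90 min at 30 °C.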
# LDHA block = inhibitors of human lactate dehydrogenase A | P00338 | purified LDHA, NADH/diaphorase-resazurin fluorescence; hits give low values | activity change, % (values are at about 110 or 230 µM) | 0.15% of 480,000 active | AID 1347041; in the data active means activity change below about -30%; inconclusive means mostly about -25% to -30%;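 further: plate controls were DMSO wells for no effect and wells without enzyme for full effect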
#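 Remaining NADH was detected by diaphorase (0.133 mg/mL) converting 37 µM resazurin to fluorescent resorufin, read at 0 and 20 minutes. The preceding 5-minute room-temperature reaction used 2 nM LDHA, 0.2 mM sodium pyruvate and 0.06 mM NADH at pH 7.4.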
# APEX1 inh = APE1 (human) endonuclease inhibition. P27695. recombinant APE1, TAMRA/BHQ-2 abasic DNA cleavage fluorescence. Potency, µM (highest dose often 65.8 µM), without a hit: at the highest dose activity change, negative = inhibition, most hits filed as inhibitors. 0.35% of 350,000 active. AID 2517;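 further: potency means the concentration at half of the fitted maximal effect; plate controls were vehicle for no effect and reference inhibitor for full effect; nearly all actives have a fitted effect of over 55% in size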
# Target sequence (P27695 whole entry, looked up): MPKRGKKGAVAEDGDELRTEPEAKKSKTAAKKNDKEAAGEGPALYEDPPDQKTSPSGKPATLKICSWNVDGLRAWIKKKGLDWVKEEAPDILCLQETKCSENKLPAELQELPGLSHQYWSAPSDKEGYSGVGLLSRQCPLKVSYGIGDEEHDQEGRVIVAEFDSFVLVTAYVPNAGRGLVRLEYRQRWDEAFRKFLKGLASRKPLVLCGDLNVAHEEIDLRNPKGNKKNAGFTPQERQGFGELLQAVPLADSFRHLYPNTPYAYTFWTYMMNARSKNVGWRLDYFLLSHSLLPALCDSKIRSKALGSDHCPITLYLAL
#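 APE1 at 0.75 nM preincubated 15 min at room temperature with compound. Reaction then started with 50 nM double-stranded THF-abasic substrate labelled with TAMRA/BHQ-2, and 525/598 nm fluorescence read kinetically. Activity taken as third-minus-first read difference, normalized to DMSO and NSC13755 controls.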
# Apoferritin bind = binds horse apoferritin like a general anesthetic. P02791. apoferritin/1-aminoanthracene competitive binding, fluorescence. Potency, µM (top dose mostly 77.5 µM), without a hit: at the top dose activity change, negative = displacement, most hits filed as inhibitors. 0.074% of 350,000 active; further: potency means the concentration at half of the fitted maximal effect; on the % scale 0 is the no-effect control and ±100 the full control effect; nearly all actives have a fitted effect of over 20% in size
# Target sequence (P02791 2-175 limits assumed): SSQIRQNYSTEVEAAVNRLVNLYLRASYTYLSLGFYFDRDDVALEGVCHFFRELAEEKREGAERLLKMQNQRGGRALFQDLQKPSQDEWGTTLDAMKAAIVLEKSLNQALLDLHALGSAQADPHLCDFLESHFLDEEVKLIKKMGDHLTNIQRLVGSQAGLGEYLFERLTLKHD
#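 10 uM apoferritin + 50% sat. 1-AMA, PBS; cpd 10 min RT; Ex380/Em535 endpoint; normalized to free probe vs complex; 4-param Hill fit; propofol titration as pos. ctrl.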
# ERG-DNA inh = inhibitors of human ERG Ets domain-DNA interaction; Potency, µM (doses to about 76.9 µM), for the others: at the highest dose FP activity, negative = inhibition, most hits filed as inhibitors; 0.028% of 370,000 active; P11308; AID 624246; fluorescence polarization, His-ERG Ets domain / labelled DNA; active means well fitted inhibition curve with a large enough effect in the polarisation, with a control signal flat; inconclusive means small, poorly fitted or top-dose-only effect, or effect the other way, or a change in a side signal; inactive means no such curve, though single readings can be large or run the other way; the % refers to the polarisation;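 further: polarization taken with two DNA probes labelled with fluorescein and Texas red; potency means the concentration at half of the fitted maximal effect; % of control where 0% means no effect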
# Target sequence (P11308 whole entry, looked up, the tested form may be a part): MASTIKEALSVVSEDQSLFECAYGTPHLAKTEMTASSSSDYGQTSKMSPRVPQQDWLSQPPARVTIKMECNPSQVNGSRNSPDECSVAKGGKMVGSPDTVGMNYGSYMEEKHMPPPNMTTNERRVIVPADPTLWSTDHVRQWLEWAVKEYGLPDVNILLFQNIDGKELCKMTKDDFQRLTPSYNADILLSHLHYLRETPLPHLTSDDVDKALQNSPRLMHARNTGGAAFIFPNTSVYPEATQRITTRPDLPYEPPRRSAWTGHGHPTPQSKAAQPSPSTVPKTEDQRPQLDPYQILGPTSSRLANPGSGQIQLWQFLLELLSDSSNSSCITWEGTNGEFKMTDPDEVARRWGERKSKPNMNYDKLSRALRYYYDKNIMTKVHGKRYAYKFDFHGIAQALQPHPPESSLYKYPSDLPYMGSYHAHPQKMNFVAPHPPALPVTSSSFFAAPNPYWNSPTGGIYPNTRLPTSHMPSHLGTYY
#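 His-tagged ERG Ets domain (1 uM in the protein solution; 300mM KCl, 50mM Tris-HCl, 1mM EDTA, 1mM DTT, pH 7.5) received compound, then a probe mix of 5 nM fluorescein-DNA and 100nM Texas-615-DNA. Fluorescence polarization was read for both dyes.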
# 12-LOX inh = blocks human arachidonate 12S-lipoxygenase. purified 12hLO, xylenol orange hydroperoxide absorbance. P18054. 1.1% of 580,000 active. Potency, µM (highest dose often 108 µM), for the others: at the top dose activity change, negative = inhibition, usual class: inhibitors; further: potency means the concentration at half of the fitted maximal effect; on the % scale 0 is the no-effect control and ±100 the full control effect
#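 Purified human 12hLO (150 nM final) in 25 mM Hepes, 0.01% Triton X-100, pH 7.0 was preincubated 15 min at room temperature with compound. Then 40 uM arachidonic acid was added, 30 min. Hydroperoxide was read by Fe-XO absorbance ratio 573/405 nm.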
# * marks the source's active call; other numbers are inactive results; i = inactive; ? = inconclusive; . = not tested or not shown; & = joins results of further samples; ! = a repeat was not active; [ ] = dose if it differs, or a comment. Unless noted, the call rests on the fitted dose curve; in most records, active means well fitted curve in the direction sought with a large enough effect; inconclusive means small, poorly fitted or top-dose-only effect, or another doubt; inactive means no such curve, though single readings can be large; an effect the other way counts as inactive or inconclusive. These rows are one share of the data (hit frequency here may not be typical).
SMILES,Pol kappa inh,POLH inh,POLB inh,RGS4 inh,LDHA block,APEX1 inh,Apoferritin bind,ERG-DNA inh,12-LOX inh
CS(=N)(=O)CC[C@H](N)C(=O)O (stereo not given in full),0%[60.1 µM],-2%[57.1 µM],9%[57.1 µM],18%[56.9 µM],.,-7%,.,.,?
COc1nc(NCC2CCCO2)nc(N2CC3CC(C2)c2cccc(=O)n2C3)n1 (stereo not given),0%,-20%,17%,-8%,-2,-1%,-3%,-18%,-3%
CCN(CCCl)Cc1ccccc1Br,-7%[60.1 µM],-6%[57.1 µM],10%[57.1 µM],16%[56.9 µM],4,?,.,14%,-14%
CC12CN3CC(C)(CN(C1)C3c1cccs1)C2O (stereo not given),-9%,-13%,-1%,-17%,-5,-2%,8%,-1%,0%
Cn1c(O)c(C(=O)c2ccccc2F)c(=O)n(C)c1=O,-10%,0%,-4%,-41%,9,-1%,-12%,-8%,?
CCn1c(O)c(/C=N/N2CCOCC2)c(=O)n(CC)c1=S,-13%,19%,2%,9%[11.4 µM],0,-2%,1%,4%,-15%
O=C1C=CC2C3C(=O)N(c4ccccc4)C(=O)C3C1N2Cc1ccccc1 (stereo not given),-5%,?,.,?,3,.,.,-12%,-16%
COC(=O)C1=C(c2ccc(-c3ccccc3)c(F)c2)C[C@@H]2CC[C@H]1N2C(=O)NCCOc1ccccc1Cl,-9%,-27%,.,8%,-1,-5%,.,2%,5%
CN1/C(=C\C=C2C(=O)NC(=S)NC2=O)C(C)(C)c2ccccc21,52%[activator],79µM*,?,?,-12,3%,-9%,14%,3%
CCCCCCCCCCCCCCCCOC[C@@H](COP(=O)([O-])OCC[N+](C)(C)C)OC(C)=O,1%[19.4 µM],.,.,?,.,6%&3%,-17%,.,-13%[12.5 µM]
CCOC(=O)N1CCC(NC(=O)CCc2nc(C3=CCN(C)CC3)no2)CC1,-3%&-18%,-14%&-5%,41%,-26%&2%,-4&-2,-1%,-17%,-3%&2%,?
CC12CCC3c4ccc(OC(=O)N(CCCl)CCCl)cc4CCC3C1CCC2O (stereo not given),-5%,-7%,.,2%,-2,.,.,9%,?
CCOP(=O)(OCC)/C(C#N)=C/c1ccc(Br)cc1,-5%,1%,2%,-32%,-6,3%,-8%,5%,-48%
COc1cc(CNCCc2ccc3c(c2)OCO3)ccc1O,-5%,-19%,6%,11%,-5,2%,-9%,3%,?
CCOC(=O)c1sc(/N=C/c2c(O)n(-c3cccc(C)c3)c(=O)[nH]c2=O)c(C#N)c1C,-19%,-21%,43%,-53%,-4,4%,-5%,-4%,?
CN1CCN(c2ncnc(Cl)c2N)CC1,-15%,-4%,-16%,19%,-3,-3%,-14%,16%,2%
COc1ccc(CCn2c(O)c(C=NCCN3CCCCC3)c(=O)[nH]c2=O)cc1OC,-1%,-15%,34%,?,-7,-5%,-16%,-5%,-7%
Cc1nc2nc(SCC(=O)N3CCC4(CC3)OCCO4)nn2c(C)c1Cc1ccccc1,1%,-9%,15%,-27%,0,0%,?,-1%,0%
COP(=O)(OC)/C(C=O)=N/Nc1ccc([N+](=O)[O-])cc1,0%,-1%,22µM*,6%,-2,-2%,?,8%,?
COc1ccc(CCNCc2ccccc2F)cc1OC,-11%,-8%,12%,-21%,-7&-10,0%,-2%,-4%,?
CC(C)C[C@H](NC(=O)C1CC(=O)N(c2ccc3c(c2)OCO3)C1)C(=O)NCc1ccco1 (stereo not given in full),0%,-27%,?,-22%,2,42%[activator],-10%,-2%,1%
CN1C(=O)C(=Cc2coc3ccccc3c2=O)C(=O)N(C)C1=O,-3%,-1%,3%,-21%,-7,2%,-4%,15%,?
O=c1[nH]c(N2CCN(Cc3ccc4c(c3)OCO4)CC2)nc2c1CCC2,-17%,-11%,2%,-16%,0,-1%,-12%,-12%,-21%
N=Cc1c(O)n(-c2ccc(C34CC5CC(CC(C5)C3)C4)cc2)c(=O)[nH]c1=O,-18%,-10%,?,-8%,-13,7%,?,6%,-3%

# Structural class: the entries above with bromine.
SMILES,Pol kappa inh,POLH inh,POLB inh,RGS4 inh,LDHA block,APEX1 inh,Apoferritin bind,ERG-DNA inh,12-LOX inh
CCN(CCCl)Cc1ccccc1Br,-7%[60.1 µM],-6%[57.1 µM],10%[57.1 µM],16%[56.9 µM],4,?,.,14%,-14%
CCOP(=O)(OCC)/C(C#N)=C/c1ccc(Br)cc1,-5%,1%,2%,-32%,-6,3%,-8%,5%,-48%

# (further entries)
SMILES,Pol kappa inh,POLH inh,POLB inh,RGS4 inh,LDHA block,APEX1 inh,Apoferritin bind,ERG-DNA inh,12-LOX inh
O=C(Nc1ccccc1Cl)OC1CN2CCC1CC2 (stereo not given),1%,-16%,6%,15%,-2,-1%,-10%,6%,?
O=C(CN1CCN(c2ccccc2F)CC1)Nc1cccnc1Cl,3%,-15%,42%,-47%,8,-7%,1%,9%,-1%
Fc1ccc(CCNCc2ccc(Br)cc2)cc1,5%,-13%,-7%,-13%,-2,3%,-12%,5%,?
CCOC(=O)C1C(=O)N(C)C2(C)CC1c1cc(OC)ccc1O2 (stereo not given),-12%,0%,35%,15%,-1,18%,-10%,7%,-22%
CCC(=NCCN1CCCCC1)c1c(O)n(C)c(=O)n(C)c1=O,5%,-14%,-24%,-25%,0,1%,-5%,-5%,0%
N#CC1=C(N)Oc2c(c(=O)oc3ccccc23)C1c1ccc(OC(=O)N2CCOCC2)cc1 (stereo not given),-7%,-20%,2%,5%,-3,-7%,720%[activator],-17%,-14%
CC(N=Cc1c(O)[nH]c(=O)[nH]c1=O)c1ccccc1 (stereo not given),-5%,4%,4%,15%,-3,1%,-16%,10%,-8%
COc1cc(C=C2C(=O)NC(=O)NC2=O)cc(OC)c1OC,4%,-8%,-11%,?,-8,13%,9%,2%,0%
C=C(C)C1CCC(C)=CC1c1c(OC)cc(C)cc1OC (stereo not given),2%[60.1 µM],.,.,.,.,13%,-12%,.,61%[activator]
CS(=O)(=O)NNP(=O)(NNS(C)(=O)=O)NC(=O)c1ccccc1,6%,-6%,-10%,5%,1,3%,1%,2%,?
Cc1c(C(=O)C(=O)N2CCC3(CC2)OCCO3)c2ccccc2n1C,4%,-15%,4%,-13%,-4,17%,-5%,-2%,2%
CCc1ccc(NC(=O)c2ccc3oc(=O)n(Cc4ccccc4)c3c2)cc1,-19%[60.1 µM],-14%,11%,17%,-10,.,79%[activator],4%,-5%
Cc1cc(C)cc(-n2c(O)c(C=Nc3ccc(N4CCOCC4)cc3)c(=O)[nH]c2=S)c1,-20%,-6%,45%,-15%,5,13%,7%,-1%,14%
CCOC(=O)C1CCN(Cc2c(F)cccc2Cl)CC1,20%,6%,?,4%,-16,-1%,5%,6%,?
COc1ccc(OC)c(C(Nc2ccccc2)P(=O)(OC(C)C)OC(C)C)c1 (stereo not given),-2%,?,10%,-12%,3,0%,3%,1%,0%
OC(Cn1c2ccccc2c2ccccc21)C[n+]1ccccc1 (stereo not given),-15%,0%,39%,-7%,-5,5%,-13%,-2%,-21%
O=C(C[N+]12CCC(CC1)C(CO)C2)c1ccc([N+](=O)[O-])cc1 (stereo not given),14%,-13%,4%,0%,5,?,-1%,6%,-2%
O=[N+]([O-])c1cc(O)c(O)c([N+](=O)[O-])c1,16µM*!,?,5%[57.1 µM],1%[56.9 µM],-1,?,.,?,?
O=C1NC(=O)N(c2ccccc2)C(=O)/C1=C\C=C\c1ccccc1,-11%,?,?,?,1,-2%,5%,2%,25µM*
COC(=O)C1=C(c2ccc(-c3ccccc3)c(F)c2)C[C@@H]2CC[C@H]1N2C(=O)NC(C)C,0%,-18%,.,2%,3,-9%,.,0%,-5%
CCN(c1ccc(C)cc1C)S(=O)(=O)c1nnc(NC(=O)c2ccco2)s1,-26%,79µM*,-25%,25%,-9,-7%,-11%,2%,-11%
CC1(C)N(O)C(c2ccc(C(=O)O)cc2)=[N+]([O-])C1(C)C,-12%[19.4 µM],.,.,i,.,8%,.,.,0%
Cc1ccsc1C(=O)C1CCCN(Cc2sc(N(C)C)nc2Cl)C1 (stereo not given),-8%,-5%,11%,-11%,-2,1%,-21%,1%,3%
O=C1NC(=O)N(CCc2ccc(F)cc2)C(=O)/C1=C/C=C/c1ccccc1,9%,50µM*,-3%,-46%,-10,0%,-13%,-1%,?
CCCCCCn1c(O)c(C=NCCN2CCCCC2)c(=O)[nH]c1=O,-2%,2%,0%,0%,-5,-3%,-7%,5%,9%
CC(=O)NC(Cc1ccc(N(CCCl)CCCl)cc1)C(=O)NC(CC(C)C)C(=O)O (stereo not given),-17%,2%,-2%,1%,9,6%,1%,3%,-18%
Cc1cc(OCC(=O)NCc2ccncc2)c2c3c(c(=O)oc2c1)CCCC3,-9%,-10%,0%,4%,-5,51%[activator],-21%,-2%,-1%
CCN(CC)C(=O)c1ccc(NC(=O)C2=C(C)OCCS2)cc1,10%,-6%,23%,2%,0,7%,-2%,7%,-8%
COC(=O)C1=C(c2cccc(OCc3ccccc3)c2)C[C@@H]2CC[C@H]1N2C(=O)NCc1ccc(F)cc1,-8%,-7%,.,-9%,-4,12%,.,3%,13%

# Assay outcomes deposited in PubChem by National Center for Advancing Translational Sciences (NCATS).
